# Myeloid diff 2 = induction of myeloid progenitor differentiation, primary screen, cell-based, flow cytometry, MLPCN library; calls only at 10 µM; ER-HoxA9 myeloid progenitors, lysozyme-GFP differentiation; 1% of 360,000 active;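 active = normalized GFP-positive differentiation at or above the plate's own cutoff, the solvent-only control mean plus 3 SD; inconclusive = no clear call, values can overlap the other calls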;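 also: cells exposed to compound for four days before flow analysis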
# Myeloid diff 2 GFP+ MAC1+ % = recorded beside Myeloid diff 2, whose call it bears; GFP+ MAC1+ double positive, %; measured here: differentiation confirmed by MAC1 staining
# The depositor's hits bear a star; i = inactive; ? = inconclusive; . = no result given; + = active, no number.
# Values in the order – Myeloid diff 2, Myeloid diff 2 GFP+ MAC1+ %
C[C@@H](NC(=O)c1nc[nH]c1C(=O)NCCCCCNC(=O)OC(C)(C)C)c1ccccc1
    i, 1.2
CN(C)CCCNc1nc2cc(-c3ccccc3)sc2c(=O)n1C
    i, 0.4
O=C(N[C@H]1CC[C@@H](CCNS(=O)(=O)c2ccccc2Cl)O[C@@H]1CO)c1ccccc1
    i, 1.9
COC(=O)[C@@]12C[C@@H](CC(=O)NCc3cccs3)C(=O)N(CCc3ccc(OC)c(OC)c3)C1=CCC(C)(C)C2
    i, 1.5
CCN(C[C@H]1N[C@@](C)(C(=O)OC)[C@H]2C(=O)N(C)C(=O)[C@@H]12)S(=O)(=O)c1ccc(OC(F)(F)F)cc1
    i, 0.9
COc1ccccc1N1CCN(c2ccc3c(c2)S(=O)(=O)c2cccc(C(=O)NCC4CC4)c2C3=O)CC1
    i, 0.4
O=C(O)COc1ccccc1C=NNC(=O)c1ccccc1NS(=O)(=O)c1cccs1
    i, 1.1
O=C(CCCl)N1c2ccccc2C=Cc2ccccc21
    i, 0.6
CC(N)C(=O)NC(C(=O)NC(C)C(=O)Nc1cccc2ccccc12)C(C)C (stereo not given)
    i, 1.8
O=C(C[C@H]1C[C@H](C(=O)N2CCCCC2)[C@@]2(CCc3ccccc3)c3[nH]c4ccc(Cl)cc4c3CCN2C1=O)NCc1ccco1
    i, 0.5
COc1ccccc1OCCNC(=O)c1ccc(NC(=O)CC2SC(N3CCCC3)=NC2=O)cc1 (stereo not given)
    i, 1.4
O=C(COC(=O)CNC(=O)c1cccc(OC(F)F)c1)NCc1ccc2c(c1)OCO2
    i, 0.3
CCCc1nc2ccc(C(=O)OC)cn2c1Cc1ccc(C)cc1
    i, 0.4
CN1CCCC1(C)C(=O)Nc1ccc(-n2cccc2)cc1 (stereo not given)
    i, 0.9
COc1cc(OC)c(C=NNC(=S)NC23CC4CC(CC(C4)C2)C3)c(OC)c1
    i, 5.6
O[C@@H]1CN(CC2CCCCC2)[C@@H](c2ccccc2)C[C@H]1n1cc(C2CC2)nn1
    i, 1.0
O=C(COC(=O)CC1CCCC1)Nc1ccc(Br)cc1F
    i, 0.8
CCCS(=O)(=O)NC(=O)C1(C)CCCN(C(=O)c2ccc3ccccc3n2)C1 (stereo not given)
    i, 1.2
COc1cc(OC)c2c(-c3cccc(-c4ccc(O)cc4)c3)cc(=O)oc2c1
    +, 5.9*
C[C@H](CO)N1C[C@H](C)[C@H](CN(C)C(=O)c2ccncc2)OCc2ccccc2-c2c(n(C)c3ccccc23)C1=O
    i, 0.9
COCCNc1nc(Oc2cccc(NC(C)=O)c2)c2sccc2n1
    i, 1.4
CC1=NNC(=O)C1Cc1ccccc1 (stereo not given)
    i, 0.9
CC1=C(C(=O)OCCOC(C)C)C(c2cccc3ccccc23)NC(=O)N1 (stereo not given)
    i, 0.6
CC(=NO)C1CCC2C3CCC4CC(=NO)CCC4(C)C3C(C)(O)CC12C (stereo not given)
    i, 0.9
Cc1c(Cl)cccc1N1C(=O)CC(NNC(=O)c2ccc3c(c2)OCO3)C1=O (stereo not given)
    i, 0.2
CC[C@]12c3[nH]c4ccc(Cl)cc4c3CCN1C(=O)[C@@H](CC(=O)NCCCn1ccnc1)C[C@@H]2C(=O)N1CCN(C(=O)c2ccco2)CC1
    i, 1.0
Cc1cc(Br)ccc1SCC(=O)OCC(O)=C(C#N)c1nc2ccccc2[nH]1
    i, 1.2
CCCS(=O)(=O)NC(=O)C1(C)CCCN(C(=O)c2nc(C)oc2C)C1 (stereo not given)
    i, 0.8
CC(C)N(C(=O)[C@H]1C[C@H](CC(=O)NCC23CC4CC(CC(C4)C2)C3)C(=O)N2CCc3c([nH]c4ccc(Cl)cc34)[C@]12C)C(C)C
    ?, .
CC1(C(=O)NS(=O)(=O)Cc2ccccc2C(F)(F)F)CCN1C(=O)c1ccco1 (stereo not given)
    i, 0.7
COc1ccc(C(=O)C[C@@H]2OC3CCCCC3N2S(=O)(=O)c2ccc(C)cc2)cc1OC (stereo not given in full)
    i, 2.4
Cc1cc(C(=O)O)cc(S(=O)(=O)Nc2c(C)nn(C)c2C)c1C
    i, 0.9
Cc1ccc(S(=O)(=O)N2CCCCC2)cc1C(=O)N1C(C)CCCC1C (stereo not given)
    i, 1.3
Cc1[nH]ncc1Nc1ccccc1C(C)C
    i, 0.4
CCc1nc2c(OCc3ccc(C#N)cc3)cccn2c1N(C)C(=O)c1cccs1
    i, 1.0
O=c1ccc2c(ccc3ncccc32)o1
    i, 1.3
Cc1ccccc1Sc1ccc([N+](=O)[O-])cn1
    i, 0.8
CC(O)(C(=O)c1ccccc1)c1ccccc1 (stereo not given)
    i, 0.3
Cc1cccc(C)c1NC(=O)C(C1CC1)n1c(-c2ccc(C(F)(F)F)cc2)nc2ccccc21 (stereo not given)
    i, 3.1
C=CC[C@@H](Cc1ccc(F)cc1)C(=O)OC[C@H]1CCCN1C(=O)[C@H](CC=C)CC(=O)NCCO
    i, 1.6
CN(C(=O)CSc1cccc[n+]1[O-])C1CCCCC1
    i, 0.9
CSc1ncnc2c1ncn2CCCN(C)Cc1ccco1
    i, 0.3
COc1ccc(S(=O)(=O)N(C)C[C@H]2Oc3c(NC(=O)Nc4ccc(C(F)(F)F)cc4)cccc3C(=O)N([C@H](C)CO)C[C@@H]2C)cc1
    i, 0.9
CN(C)c1ccc(CSc2ccccc2)cc1
    i, 0.8
CN1CCN(C2CN(Cc3cn(Cc4ccccc4F)nn3)S(=O)(=O)C2)CC1 (stereo not given)
    i, 0.8
Cc1noc(C)c1NC(=O)Nc1ccc2c(c1)C(=O)N([C@H](C)CO)C[C@H](C)[C@@H](CN(C)C(=O)Nc1ccc3c(c1)OCO3)O2
    i, 5.4
COc1ccccc1[C@@H]1C(c2ccccc2)=NN(c2ccc(Br)cc2)[C@H]1C(=O)N1CCOC1=O
    i, 1.9
Cc1c(C(=O)N2CCCC2(C)C(=O)NCC(C)C)oc2ccccc12 (stereo not given)
    i, 1.2
NC(c1csc(Nc2cc(Oc3ccccc3)ncn2)n1)c1ccccc1Cl (stereo not given)
    i, 1.3
O=C(COc1ccccc1)NCC(=O)N1CCCC(C(F)(F)F)C1 (stereo not given)
    i, 0.4
COC(=O)CCCn1cc(CN2CC(N3CCN(Cc4cccc(C)c4)CC3)CS2(=O)=O)nn1 (stereo not given)
    i, 1.3
Cn1c(=O)c2c(ncn2CC(=O)Nc2cc(S(=O)(=O)N3CCCCC3)ccc2O)n(C)c1=O
    i, 1.0
CCCS(=O)(=O)NC(=O)C1(C)CCCN(C(=O)c2cccc(C)c2C)C1 (stereo not given)
    i, 0.5
COc1ccc(C2/C=C\CN(C(=O)c3ccccc3)CC(=O)N2Cc2cccc(F)c2)cc1 (stereo not given)
    i, 1.0
CCc1ccccc1NC(=O)c1ccc(OCc2c(C)noc2C)cc1
    i, 0.6
CC(C)n1c(=O)c2ccccc2n1Cc1cn(Cc2ccccc2)nn1
    i, 1.5
Cc1ccc(C)c(CC(=O)N2CCCCC2c2cc(C(=O)Nc3ccc(F)c(Cl)c3)no2)c1 (stereo not given)
    i, 0.2
CC(C)=CCC[C@](C)(O)C1CC[C@]2(C)C1[C@H](O)CC1[C@@]3(C)CC[C@H](O[C@@H]4O[C@H](CO)[C@@H](O)[C@H](O)[C@H]4O[C@@H]4O[C@H](CO)[C@@H](O)[C@H](O)[C@H]4O)C(C)(C)C3CC[C@]12C (stereo not given in full)
    i, 1.2
Cc1ccccc1-c1cnc(C(O)c2ccc(F)cc2)[nH]1 (stereo not given)
    i, 1.0
COc1ccc(-c2csc(C(O)c3cccc(Cl)c3)n2)cn1 (stereo not given)
    i, 0.6

# Whole records, looked up by structure:
# O=C(COc1ccccc1)NCC(=O)N1CCCC(C(F)(F)F)C1 (stereo not given) is listed with Myeloid diff 2: i; Myeloid diff 2 GFP+ MAC1+ %: 0.4
# COc1ccc(-c2csc(C(O)c3cccc(Cl)c3)n2)cn1 (stereo not given) is listed with Myeloid diff 2: i; Myeloid diff 2 GFP+ MAC1+ %: 0.6
# Cn1c(=O)c2c(ncn2CC(=O)Nc2cc(S(=O)(=O)N3CCCCC3)ccc2O)n(C)c1=O is listed with Myeloid diff 2: i; Myeloid diff 2 GFP+ MAC1+ %: 1.0

# More entries follow.
# Values in the order – Myeloid diff 2, Myeloid diff 2 GFP+ MAC1+ %
Cc1ccc(-n2c(SCC(=O)NCC3CCCO3)nc3ccccc3c2=O)cc1 (stereo not given)
    i, 2.0
CC(C)(C)OC(=O)N(CCc1ccccc1)Cc1ccc(OCc2cccc(NC(=O)C3CC3)c2)cc1
    i, 1.1
COc1ccc(-c2cccc(N3CCN(c4ccccn4)CC3)n2)cc1OC
    i, 0.8
CN1CCN(c2ccc(CNC(=O)c3cccc4c(-c5ccc(F)c(F)c5)coc34)cc2)CC1
    i, 1.6
C[C@H]1CN([C@@H](C)CO)C(=O)c2cccc(NC(=O)c3cnccn3)c2O[C@@H]1CN(C)S(=O)(=O)c1ccc(F)cc1
    i, 0.5
Cc1ccc2nc3n(c(=O)c2c1)-c1cc2ccccc2cc1C(=O)NC3Cc1ccccc1 (stereo not given)
    i, 1.2
COc1cccc(CNc2nc3cc(-c4ccc(C)cc4)sc3c(=O)n2C)c1OC
    i, 1.2
COc1cc(/C=C2\CCC(C)C3=C(c4cc(OC)c(OC)c(OC)c4)C(C#N)=C(N)OC32)cc(OC)c1OC (stereo not given)
    i, 5.3
Nc1c(Br)cc(Br)c2c1-c1ccc([N+](=O)[O-])cc1C2
    i, 1.3
CCC(C(=O)NC(C)(C)C)n1c(-c2ccc(C)cc2)nc2ccccc21 (stereo not given)
    i, 3.2
CC(O)(c1ccc(F)c(F)c1)c1nc(-c2cc3ccccc3o2)cs1 (stereo not given)
    i, 0.6
Cn1c(SSc2ccc(-c3cccnc3)n2C)ccc1-c1cccnc1
    ?, .
NC(=O)c1ccsc1NC(=O)COC(=O)c1c(F)cccc1Cl
    i, 0.6
OCCCNc1nc(-c2ccccc2)c2cc(Cl)ccc2n1
    i, 1.6
COC(=O)c1ccc2nc(-c3ccccc3)c(Cc3ccccc3C(F)(F)F)n2c1
    i, 0.0
C[C@H](NC(=O)[C@@H]1CCCN1C(=O)[C@@H]1CCCN1)c1ccccc1
    i, 0.9
COc1cc2c(cc1OC)/C(=C/C(C)=O)OC2
    i, 2.2
COc1ccc(C(C)(O)c2nc(-c3ccc(F)cc3OC)cs2)cc1 (stereo not given)
    i, 2.6
Cc1cc(C(=O)N2CCC2(C)C(=O)NS(=O)(=O)c2ccc(F)cc2F)nn1C (stereo not given)
    i, 1.5
COc1cccc(-c2sc3ccc(OC)cc3c2-c2ccc(OCCN3CCCC3)cc2)c1
    i, 2.4
CCOc1ccccc1C(=O)NC(C(=O)OCC(=O)NNC(=O)c1cccs1)C(C)C (stereo not given)
    i, 2.4
COc1cc([N+](=O)[O-])c2nc(C(=O)O)ccc2c1
    i, 2.0
CCCc1nc2ccc(Cl)cn2c1Cc1cccc(Cl)c1
    i, 1.0
CCOC(=O)C1CCCN(C(=O)c2ccc(F)c(Cl)c2)CC1 (stereo not given)
    ?, .
C[C@H]1CN([C@@H](C)CO)C(=O)c2cccc(NC(=O)Nc3ccc(C(F)(F)F)cc3)c2O[C@@H]1CN(C)S(=O)(=O)c1ccc(Cl)cc1
    i, 0.8
C[C@H](CO)N1C[C@H](C)[C@@H](CN(C)S(=O)(=O)c2ccccc2)Oc2c(NC(=O)Nc3ccc(C(F)(F)F)cc3)cccc2C1=O
    i, 1.3
CCCCCC(=O)N1C[C@@H](O)[C@H](n2cc(-c3ccc(F)cc3)nn2)C[C@@H]1c1ccccc1
    i, 0.1
CCCCN1CCC(CN2C(=O)C(=O)NC[C@@H]2Cc2ccccc2)CC1
    i, 0.1
CCC(NC(=O)c1ccccc1NC(=O)C(C)(C)C)C(=O)N1CC(C)OC(C)C1 (stereo not given)
    i, 0.2
COc1ccc(N2C(c3cc(OC)cc(OC)c3)=Cc3ccccc3C2CC(C)=O)cc1 (stereo not given)
    i, 1.8
COc1ccc(C(C)(NC(C)=O)c2nc(-c3ccc(F)c(Cl)c3)cs2)cc1 (stereo not given)
    i, 2.3
O=C(NC(c1ccc(-c2ccccc2)cc1)c1cnccn1)C1CCN(Cc2ccc(Cl)c(Cl)c2)CC1 (stereo not given)
    i, 1.1
COc1cc(NCCCCC(C)N)c2nccc(C)c2c1 (stereo not given)
    i, 1.0
C[C@H]1CN([C@@H](C)CO)C(=O)CCCn2nncc2CO[C@@H]1CN(C)Cc1cccc(O)c1
    i, 0.7
COc1ccc(S(=O)(=O)NCc2cccnc2)cc1NC(=O)c1ccccc1C
    i, 1.3
CN1C(=O)C(c2cn(C)c3ccccc23)(c2cn(C)c3ccccc23)c2cc(Br)ccc21
    i, 2.4
COc1cc(Cl)c(CNC[C@H]2O[C@@H](n3cnc(C(N)=O)n3)[C@H](O)[C@@H]2O)c(Cl)c1O
    i, 0.6
CCCN(C(=O)CSc1nnc(N)s1)c1c(N)n(Cc2ccccc2)c(=O)[nH]c1=O
    i, 0.9
O=C(O)c1ccc(-n2ncc3c2/C(=C\c2cccc([N+](=O)[O-])c2)CC3)cc1
    i, 0.9

# Of the compounds above, 3 contain two or more sulfur atoms.
# Values in the order – Myeloid diff 2, Myeloid diff 2 GFP+ MAC1+ %
O=C(O)COc1ccccc1C=NNC(=O)c1ccccc1NS(=O)(=O)c1cccs1
    i, 1.1
Cn1c(SSc2ccc(-c3cccnc3)n2C)ccc1-c1cccnc1
    ?, .
CCCN(C(=O)CSc1nnc(N)s1)c1c(N)n(Cc2ccccc2)c(=O)[nH]c1=O
    i, 0.9

# Bioassay records as filed in PubChem.

# The list is partial; count on the stated rates, not on these rows.
